Jurkat NFkB inh: lowers PMA/ionomycin-induced NF-kB signal in Jurkat cells; inhibition, % at 4 µM; PMA/ionomycin-induced NF-kB luciferase reporter, luminescence; 330,000 tested, 0.53% active
CCR6 antag: antagonists of human CCR6 receptor; P51684; CHO-K1 CCR6 PathHunter beta-arrestin, luminescence, CCL20-stimulated; inhibition, % at 20 µM; 340,000 tested, 0.49% active;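 active = compounds whose inhibition of the agonist-driven luminescence signal at 20 µM reaches about 50%, limit read from the data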;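 also: cells stimulated with CCL20 at 14 nM final; plate controls were DMSO with CCL20 for no effect and DMSO without agonist for full effect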
697 NFkB inh: lowers PMA/ionomycin-induced NF-kB signal in 697 B cells | 697 B-cell NF-kB luciferase reporter, 16 h | inhibition, % at 4 µM | 330,000 tested, 0.33% active; in the data active = inhibition above about 35%
Gli-Sufu block: Gli-Sufu pathway antagonism. Sufu-KO-LIGHT fibroblasts, Gli luciferase reporter luminescence. inhibition, % at 5 µM. 340,000 tested, 0.74% active. AID 588413;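 active = inhibition above about 55%, limit read from the data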;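 also: 0% = DMSO-treated cells and 100% = wells with medium but no cells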
Apaf1 inhib: human Apaf-1 inhibition. O14727. inhibition, % at 20 µM. reconstituted apoptosome caspase-3 activity, DEVD-Rh110 fluorescence. 330,000 tested, 0.71% active. AID 489030; active = inhibition of at least 40% at 20 µM;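 also: plate controls were DMSO wells for no effect and DEVD-CHO caspase inhibitor wells for full effect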
Target sequence (O14727 whole entry, looked up): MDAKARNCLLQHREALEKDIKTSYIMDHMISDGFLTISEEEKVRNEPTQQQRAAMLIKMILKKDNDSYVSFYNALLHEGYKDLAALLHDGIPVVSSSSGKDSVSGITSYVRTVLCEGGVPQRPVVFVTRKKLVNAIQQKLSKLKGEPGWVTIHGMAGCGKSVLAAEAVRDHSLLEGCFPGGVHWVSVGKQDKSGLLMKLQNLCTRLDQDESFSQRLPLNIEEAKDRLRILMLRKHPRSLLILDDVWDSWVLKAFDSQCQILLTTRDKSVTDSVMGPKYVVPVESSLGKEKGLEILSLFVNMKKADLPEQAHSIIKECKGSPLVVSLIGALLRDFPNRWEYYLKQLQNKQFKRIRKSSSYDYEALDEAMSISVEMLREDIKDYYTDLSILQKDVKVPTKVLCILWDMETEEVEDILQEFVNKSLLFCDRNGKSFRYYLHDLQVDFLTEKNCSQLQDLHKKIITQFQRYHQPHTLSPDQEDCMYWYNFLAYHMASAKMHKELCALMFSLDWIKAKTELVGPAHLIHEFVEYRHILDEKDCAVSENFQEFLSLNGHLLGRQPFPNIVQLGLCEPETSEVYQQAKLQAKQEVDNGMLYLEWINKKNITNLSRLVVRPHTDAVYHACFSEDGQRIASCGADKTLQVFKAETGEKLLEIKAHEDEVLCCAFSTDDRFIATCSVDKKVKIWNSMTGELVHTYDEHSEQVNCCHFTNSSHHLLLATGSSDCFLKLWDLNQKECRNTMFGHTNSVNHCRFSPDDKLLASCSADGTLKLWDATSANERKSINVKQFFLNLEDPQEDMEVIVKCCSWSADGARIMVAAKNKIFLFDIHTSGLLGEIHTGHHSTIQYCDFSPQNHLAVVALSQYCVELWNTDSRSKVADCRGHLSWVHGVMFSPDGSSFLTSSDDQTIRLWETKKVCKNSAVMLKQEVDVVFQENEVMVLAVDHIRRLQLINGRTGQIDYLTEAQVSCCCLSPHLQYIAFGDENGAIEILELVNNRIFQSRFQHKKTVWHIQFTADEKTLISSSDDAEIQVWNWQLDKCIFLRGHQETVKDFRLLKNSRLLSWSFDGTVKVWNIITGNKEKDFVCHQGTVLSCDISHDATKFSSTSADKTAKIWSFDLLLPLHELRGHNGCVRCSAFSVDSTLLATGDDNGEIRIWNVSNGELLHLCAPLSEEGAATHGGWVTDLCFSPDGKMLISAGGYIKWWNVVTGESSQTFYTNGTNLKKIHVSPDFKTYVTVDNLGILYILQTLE
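Assay system: Apoptosome proteins | Medium: pH 7.5 Hepes buffer with CHAPS, BSA, DTT | Also added: Cytochrome c and DEVD-Rh110 substrate | Times: 30 min plus 50 min, RT | Detection: Rhodamine 110 fluorescence at Ex 480/Em 540 nm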
UBC13 inh: human UBC13 polyubiquitination inhibition; AID 485273; UBC13 polyubiquitin chain formation, TR-FRET; inhibition, % at 20 µM; 330,000 tested, 0.47% active; in the data active = inhibition above about 45%, passing the limit was not always enough
SENP8 inh: blocks the human protease SENP8 | Q96LD8 | purified SENP8, Z-RLRGG-aminoluciferin cleavage, luminescence | inhibition, % at 10 µM | 330,000 tested, 1.2% active | AID 2540
EBI2 block: blocks human EBI2 receptor beta-arrestin signaling | inhibition, % at 5 µM | EBI2 beta-arrestin recruitment, luminescence, 7a,25-OHC stimulated | 360,000 tested, 0.81% active | P32249; in the data active = inhibition above about 38%;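 also: enzyme fragment complementation signal reports receptor beta-arrestin coupling in cells; 0% = agonist plus DMSO wells and 100% = wells without agonist; some results beyond the cut were filed as inactive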
An asterisk follows results filed as active; nt = not tested or not shown. Rule as the data show it, unless noted: active = inhibition above about 50%; inactive = the rest.

Structure	Jurkat NFkB inh	CCR6 antag	697 NFkB inh	Gli-Sufu block	Apaf1 inhib	UBC13 inh	SENP8 inh	EBI2 block
O=S(=O)(NCc1ccco1)c1cccc2cccnc12	-11	19	-17	0	3	-1	7	5
CSCCC(NC(=O)COc1ccccc1)C(=O)OCC(=O)c1ccccc1 (stereo not given)	1	-15	-9	1	19	-4	18	-11
CN1C(=O)/C(=C/C=C2\SCCN2C)OC1=S	-57	26	-61	-66	9	-113	-14	12
COc1ccc(NC(=O)CN2CCN(S(=O)(=O)N3CCCCCC3)CC2)cc1	9	-6	-3	-28	3	11	-2	4
COc1cc2[nH]c(C(=O)N(C)Cc3ccccc3)cc2c(OC)c1OC	-29	-1	3	11	14	1	-4	6
COc1ccc(S(=O)(=O)Nc2ccc(N3CCOCC3)cc2)cc1	-7	5	3	32	5	0	5	7
CCOc1ccc(C(=O)NCc2ccncc2)cc1OCC	6	6	15	-2	-8	10	0	-5
O=C(N/N=C/c1ccccc1[N+](=O)[O-])c1ccc(COc2ccccc2-c2ccccc2)cc1	-10	13	-9	2	6	-8	1	11
O=C(COc1cc(F)ccc1[N+](=O)[O-])Nc1ccc2c(c1)OCO2	-4	14	11	-1	-9	1	7	-1
Cc1c(C(C)C)c(=O)n(-c2ccc(S(=O)(=O)NCc3ccccc3)cc2)n1C	47	7	-9	71*	-6	3	0	-4
Cc1ccc(S(=O)(=O)N2CCC(C(=O)Nc3ncccc3O)CC2)cc1	5	2	19	2	-4	-5	0	-12
O=C(Nc1ccccc1)c1ccc(=O)[nH]n1	-17	2	-3	12	4	-5	-3	-18
COc1ccc(C(=O)NCc2ccc3c(c2)OCO3)cc1S(=O)(=O)N1CCCC1	2	7	3	nt	0	10	-3	-4
COc1ccc(/C=N/NC(=O)c2ccc(COc3ccccc3Cl)o2)c(OC)c1C	12	0	-1	4	-7	5	-1	-3
CCc1ccc(NC(=O)CCN2C(=O)c3cccnc3C2=O)cc1	1	-4	3	1	-13	4	-2	-5
COc1ccc(C(=O)CSc2ncn[nH]2)cc1OC	0	5	-8	-55	3	-10	-10	-11
O=C1CC(C2CCCO2)C(=O)N1c1ccccc1 (stereo not given)	6	14	2	-10	-10	3	1	0
COc1ccc(NC(=O)N2CCCC(c3nc(-c4ccc(OC)cc4)no3)C2)cc1 (stereo not given)	-16	11	-19	9	0	7	-1	58*
S=C(NCCc1ccccc1)N/N=C/c1ccccc1Cl	3	35	-23	2	14	-6	-7	2
CC(=O)N1CCOc2ccc(S(=O)(=O)N3CCC(C(=O)Nc4ccc(C)cc4C)CC3)cc21	-6	15	6	-30	5	-6	1	3
Cc1ccccc1C(=O)OCCCN=C1NS(=O)(=O)c2ccccc21	7	2	0	0	4	-7	-4	-1
O=S(=O)(c1ccccc1)N1CCN=C1SCc1ccc(Cl)cc1	6	3	-17	3	22	-5	4	9
Cc1onc(-c2ccccc2)c1C(=O)Nc1ccc(S(=O)(=O)NC(C)(C)C)cc1	-2	-3	-3	nt	8	-6	-6	-4
CC(C)c1ccc(C2C3CSCC=C3C(C#N)=C(N)C2(C#N)C#N)cc1 (stereo not given)	-7	nt	-3	nt	16	-7	-6	nt
CNC(=O)c1ccc(-c2sc3nc(N4CCOCC4)c4c(c3c2N)CC(C)(C)OC4)o1	7	-10	20	18	8	-6	-5	-1
Cc1nc2sc3c(c2c(=O)n1NC(=O)CCl)CCCC3	15	2	17	4	-6	19	0	3
CCOC(=O)N1CCN(S(=O)(=O)N2CCCC(C(=O)NCc3ccccc3Cl)C2)CC1 (stereo not given)	-8	-5	15	5	-2	4	-1	2
CCCc1nnc(NC(=O)C2CCCO2)s1 (stereo not given)	-13	-1	-16	-17	-6	-5	-6	0
O=C(NCCc1ccccc1)C1CCCN(c2nc3ccccc3s2)C1 (stereo not given)	16	17	-3	9	6	14	6	13
Cc1ccc(Cl)cc1N1CCN(C(=O)c2cn(C)c(=O)c3c2c2ccccc2n3C)CC1	38	-26	-13	7	27	12	-8	13

As entered above:
In SENP8 inh, O=S(=O)(c1ccccc1)N1CCN=C1SCc1ccc(Cl)cc1 shows 4
In Apaf1 inhib, CCOC(=O)N1CCN(S(=O)(=O)N2CCCC(C(=O)NCc3ccccc3Cl)C2)CC1 (stereo not given) shows -2
In CCR6 antag, CC(=O)N1CCOc2ccc(S(=O)(=O)N3CCC(C(=O)Nc4ccc(C)cc4C)CC3)cc21 shows 15
In UBC13 inh, COc1cc2[nH]c(C(=O)N(C)Cc3ccccc3)cc2c(OC)c1OC shows 1

(listing goes on)
Structure	Jurkat NFkB inh	CCR6 antag	697 NFkB inh	Gli-Sufu block	Apaf1 inhib	UBC13 inh	SENP8 inh	EBI2 block
CCC(C)c1ccc(NC(=O)c2c([N+](=O)[O-])cnn2CC)cc1 (stereo not given)	-13	6	-22	12	14	-8	-9	11
Cc1cc(C(=O)NC2CC(C)(C)Cc3c2cnn3-c2ccccc2C)c(C)o1 (stereo not given)	16	12	-20	5	22	-6	-6	1
COc1ccc(NC(=S)NCC2CCCO2)c(C)c1 (stereo not given)	15	2	-66	4	0	-10	3	2
O=C(COC(=O)/C=C/c1ccccc1)Nc1nnc(-c2ccccc2)o1	2	6	-4	-8	-13	-5	-7	4
CCOC(=O)c1ccc(NC(=O)c2ccc(CN3CCc4ccccc4C3)cc2)cc1	35	8	-69	-7	28	-4	3	-6
O=c1[nH]c(=O)n(-c2cc(Br)c(O)c(Br)c2)cc1Br	7	8	8	16	-2	-2	0	-3
CNC(=S)Nc1cc(OC)ccc1OC	17	-7	17	-14	-22	4	4	-13
CCN1C(=O)[C@H]2[C@H]3[C@H](O)[C@H](O)C/C(=N\OC[C@@H](C)[C@H](OCc4ccccc4)C(C)C)[C@@H]3CC[C@H]2C1=O	0	nt	-2	nt	17	8	-9	nt
O=C(Nc1ccc(F)cc1)/C(=C1/CCCCCN1)[N+](=O)[O-]	-1	6	18	-2	-10	-9	5	0
COc1ccc(C2CC(c3ccccc3C(F)(F)F)=NN2c2ccc(S(N)(=O)=O)cc2)cc1 (stereo not given)	nt	30	7	8	17	nt	nt	16
CN(C)S(=O)(=O)Nc1ccc(Br)cc1F	1	-6	0	5	-1	-4	-5	-3
CCOc1ccc(S(=O)(=O)NCCC(=O)NCC2(N3CCCCC3)CCCCC2)cc1	5	1	14	10	12	5	-3	-7
Cc1cc(C)c(S(C)(=O)=O)c(S(=O)(=O)c2ccc(Cl)cc2)n1	-6	6	12	1	-2	5	5	0
O=C(NCCc1ccccc1)c1cccc(S(=O)(=O)NCc2ccccc2)c1	8	9	-24	-10	-3	0	0	13
Cc1cccc(CSc2nnc(-c3cccs3)n2Cc2ccco2)c1	-1	18	-4	0	8	7	0	8
O=c1c(-c2cccc(Cl)c2)c[nH]n1-c1ccccc1	3	13	-22	11	6	2	36	5
NC(=O)CC(NC(=O)OCc1ccccc1)C(=O)O (stereo not given)	2	-7	20	0	-7	3	7	-2
C=CCN1C(=O)c2ccccc2Sc2ccc(C(=O)NCCC)cc21	-1	2	-8	7	0	8	8	-15
COC(=O)c1nnn(CC(=O)Nc2cccc(Cl)c2C)c1C(=O)OC	-6	-6	-7	99*	-1	-8	-13	-7
Cn1nc(C(F)(F)F)c(-c2ccc(F)cc2)c1NC(=O)Nc1ccc(F)cc1	9	8	-17	-3	12	-4	-12	-1
COc1cccc(NC(=O)c2cc3c(=O)n4ccccc4nc3n(CC(C)C)c2=N)c1	15	27	-8	21	0	6	2	13
NS(=O)(=O)c1ccc(CCNC(=O)c2cc(-c3ccccc3)nc3ccccc23)cc1	-4	2	-8	-10	1	-10	-8	0
O=C(CCc1ccccc1)NNC(=O)c1ccccc1F	-7	9	10	-8	-17	5	1	-17
CC(C)CN(C(=O)CSc1nnc2ccccn12)c1c(N)n(CC(C)C)c(=O)[nH]c1=O	-2	-1	8	-5	1	11	1	-6
Clc1ccc(CNc2ccc(N3CCN(Cc4ccccc4)CC3)cc2)cc1	21	-1	-25	17	8	0	3	28
Cc1cc(C)cc(NC(=S)NCCc2c[nH]c3ccccc23)c1	-23	0	-24	0	16	4	1	17
O=C(NCCc1ccccc1)C1CCN(S(=O)(=O)c2cccs2)CC1	2	7	-9	6	-5	-2	-11	6
O=C(Nc1ccc(N2CCN(c3ccccc3)CC2)c(F)c1)C1CC1	-9	-1	-19	-1	-29	-4	-8	-1
O=C(NCCn1cc(SCC(=O)N2CCOCC2)c2ccccc21)c1c(F)cccc1F	4	-5	-3	7	0	5	6	-1
CC(=O)N1Cc2[nH]c3ccccc3c2CC1C(=O)O (stereo not given)	10	-1	3	-13	-3	2	-11	-4

Record cards, as listed above.
Record of `COc1cccc(NC(=O)c2cc3c(=O)n4ccccc4nc3n(CC(C)C)c2=N)c1` = Jurkat NFkB inh: 15; CCR6 antag: 27; 697 NFkB inh: -8; Gli-Sufu block: 21; Apaf1 inhib: 0; UBC13 inh: 6; SENP8 inh: 2; EBI2 block: 13
Record of `O=C(NCCc1ccccc1)C1CCN(S(=O)(=O)c2cccs2)CC1` = Jurkat NFkB inh: 2; CCR6 antag: 7; 697 NFkB inh: -9; Gli-Sufu block: 6; Apaf1 inhib: -5; UBC13 inh: -2; SENP8 inh: -11; EBI2 block: 6

The listing continues.
Structure	Jurkat NFkB inh	CCR6 antag	697 NFkB inh	Gli-Sufu block	Apaf1 inhib	UBC13 inh	SENP8 inh	EBI2 block
COCCNC(=O)Cn1cc(C(=O)c2ccco2)c2ccccc21	20	5	10	-1	-15	5	-8	-7
O=C(CO/N=C/c1ccccc1)N1c2ccccc2Oc2ccccc21	-4	-16	0	0	11	6	-1	7
O=C(Cn1cnc2c(nnn2Cc2ccc(F)cc2)c1=O)OCc1ccccc1	21	7	10	-5	-1	11	-1	1
Oc1cccc(C(O)CNCc2ccc(OCc3ccc(Cl)cc3Cl)cc2)c1 (stereo not given)	-14	9	-3	10	19	33	-14	-8
CN(Cc1ccccc1)c1nc(-c2ccc([N+](=O)[O-])cc2)nc2ccccc12	-9	16	-1	24	-2	-6	-4	11
COc1ccc2[nH]c(=O)c(CN(CCN(C)C)C(=O)NCc3ccccc3)cc2c1	-2	-10	13	-24	-4	-1	-2	13
S=C(Nc1cccc(Cl)c1)NC1CC2CCCC(C1)N2C1CCCC1 (stereo not given)	-18	-18	-25	21	-2	1	-4	-21
CCOc1ccc(CNC(=O)CCCN2C(=O)C(c3ccccc3)Oc3cccnc32)cc1 (stereo not given)	0	5	-21	-4	-3	3	-5	7
COc1ccc(NS(=O)(=O)c2cc3c(cc2C)N(C(C)=O)CCO3)c(OC)c1	-7	11	-4	9	14	-9	-5	-2
CCN1C(=O)[C@H]2[C@@H](c3ccc(C)cc3)N3C(=O)N(c4cccc(F)c4)C(=O)[C@@]3(Cc3ccc(Cl)cc3)[C@H]2C1=O	-11	-4	3	-4	20	-2	-4	10
O=C(NC1CCCC1)C1CCCN1C(=O)Nc1ccccc1Cl (stereo not given)	-3	6	0	22	1	-8	-11	-10
CN(C1CCCC1)C1CCN(C(=S)Nc2cc(F)cc(F)c2)CC1	-17	-4	14	-2	0	5	0	-6
COc1ccc(CCN2CC(C(=O)NCC3(O)CCCCC3)CCC2=O)cc1 (stereo not given)	4	4	-21	-4	-7	-6	-4	7
Cc1nc(NCCCn2ccnc2)c2ccccc2n1	5	14	9	9	4	0	-12	-11
CCC(C)N(C(=O)Cn1nnc(-c2ccc(Cl)cc2)n1)C1CCS(=O)(=O)C1 (stereo not given)	1	1	-18	-3	6	0	-5	-5
CCc1ccc(OCC2c3cc(OC)c(OC)cc3CCN2C(C)=O)cc1 (stereo not given)	19	15	-14	17	33	-2	-13	0
Nn1c(-c2ccccc2Cl)nnc1-c1ccccc1Cl	-26	-2	-68	-34	-3	-3	-6	-7
Cc1ccc2nc(N(CCCN(C)C)C(=O)c3ccc4ncsc4c3)sc2c1	-26	6	-57	23	9	11	22	5
Cc1ccc(Sc2ccc(S(=O)(=O)Nc3ccc(C(=O)O)cc3)cc2)cc1C	6	-4	6	-12	2	-17	10	14
CCCCn1c(CN2CCN(C(=O)c3ccco3)CC2)nc2c1c(=O)n(C)c(=O)n2C	5	-2	-5	4	-3	-9	-14	0
CCCCOc1ccc(S(=O)(=O)NNC(=O)C2Cc3c(ccc4ccccc34)O2)cc1 (stereo not given)	-3	-15	10	-7	30	-5	-9	-5

From PubChem BioAssay

Only part of the results is shown; the hit share may differ from the screen's.
